All columns: NCI-60 one-dose screen, growth in % after 48 h at 10 µM unless noted; 100 = growth as untreated, 0 = no growth, -100 = all killed.
HL-60(TB): HL-60(TB) leukemia cells | 9% of 78,000 active; active = growth percent below 10
* hit, by the source's call.

SMILES	HL-60(TB)
Cc1ccc2c(n1)C(=O)C(Cl)=C(Nc1ccccc1C(C)C)C2=O	-15.3*
C/C(=N/OC(=O)N(C)C)c1ccc([N+](=O)[O-])cc1	110.0
CCOC(=O)Nc1cc(N)ncn1	88.7
COC(=O)c1ccc2c(c1)C(=O)N(c1cccc(S(N)(=O)=O)c1)C2=O	98.2
O=C1NC2=C(Cc3ccccc32)C(c2c[nH]c3ccccc23)N1 (stereo unspecified)	65.2
N#C/C(=C\c1cccc2cnccc12)n1nnc2cc(F)c(F)cc21	54.2
Cc1ccc(C(C)CO)cc1 (stereo unspecified)	105.0
S=c1[nH]ccn1-c1c(Cl)cccc1Cl	93.5
Cc1cc2ccccc2c[n+]1CC(=O)c1ccc(Cl)cc1	99.4
Clc1cccc(Cl)c1NC1=NCCS1	93.1
CC(=O)N(N=O)c1ccc([N+](=O)[O-])cc1Cl	55.7
C=Cn1cc(C(=O)O)c(=O)c2cc(F)c(N3CCN(c4nccc(-c5nccs5)n4)CC3)cc21	-24.7*
C/C(=N\Nc1nc(-c2ccc(Cl)cc2)cs1)c1nnn(-c2ccc(F)cc2)c1C	104.5
O=C(CN1C(=O)S/C(=C\C(Cl)=C\c2ccccc2)C1=O)NC1CCS(=O)(=O)C1 (stereo unspecified)	18.6
O=C(Cn1cc(COc2ncnc3c2cnn3-c2ccccc2)nn1)Nc1cccc(Cl)c1	102.6
CCCc1ccccn1	137.8
OCCC1=CCCCC1	102.7
C[n+]1c2ccccc2c(Nc2ccc(NS(=O)(=O)CCCCN=C(N)N)cc2)c2ccc(N)cc21	16.7
Cc1nc([P+](c2ccccc2)(c2ccccc2)c2ccccc2)c(S(=O)(=O)Cc2ccccc2)o1	90.8
COc1cc(C2CC(=O)Nc3c2c(C)nn3C)cc(OC)c1O (stereo unspecified)	99.3
Brc1ccc(Nc2c(-c3c[nH]c4ccccc34)nc3sc4ccccc4n23)cc1	108.9
Nc1nc(Cl)cc(=O)[nH]1	113.6
O=S(=O)(Nc1ccc(F)cc1F)c1ccc(-c2cnc(C3CC3)o2)cc1	1.0*
CC(C)C(=O)Nc1cc(-c2ccc(C#N)n2C)ccc1F	95.8
CC(SC(C)C(=O)N/N=C/c1ccc(F)cc1)C(=O)N/N=C\c1ccc(F)cc1 (stereo unspecified)	99.8
O=C(OC1C2C=CC1C1C(=O)NC21)c1ccccc1 (stereo unspecified)	105.6
CCCCCCCCCCCCCCCCCC1=Nc2ccccc2NC(=O)C1	101.2
CCOC(=O)c1[nH]c(CCl)c(C(=O)OCC)c1C	93.4
OCCOc1cc(Cl)cc(Cl)c1	104.3
O=c1[nH]c(=O)c2c(-c3cc4ccccc4oc3=O)ccnc2[nH]1	106.2
COc1ccc2nccc(CC(O)C(Cl)(Cl)Cl)c2c1 (stereo unspecified)	102.9
N#Cc1c(-c2ccccc2)nc(SCc2nnc(-c3ccc(Cl)cc3)o2)[nH]c1=O	92.2
O=C(CSc1nc2ccccc2o1)N1c2ccccc2Sc2ccccc21	77.3
O=C(/C=C/c1ccc(O)cc1)Oc1ccc(/C=C/c2cc(OC(=O)/C=C/c3ccc(O)cc3)cc(OC(=O)/C=C/c3ccc(O)cc3)c2)cc1	86.7
CC(=O)C(C(c1ccccc1)N1CCOCC1)N1CCOCC1 (stereo unspecified)	103.3
Cc1c[n+](C)cc2c(=O)n(-c3ccccc3)n(C)c12	117.4
NC(N)=Nc1ccc(S(=O)(=O)O)cc1	108.2
CCN1CCN(c2nc(-c3cc(OC)c(OC)c(OC)c3)nc3ccccc23)CC1	71.3
COc1ccc(C(=O)Cn2cnc3c(Nc4cc(C(=O)Nc5ccc(N6CCN(CCO)CC6)cc5)ccc4C)ncnc32)cc1	83.6
CCOc1cc(C=Nc2cccc(C(F)(F)F)c2)ccc1O	104.0
COC(=O)/C=C/c1cc(O)c2oc(-c3ccc(O)c(O)c3)c(C(=O)OC)c2c1	6.5*
COc1cccc(-c2nn(C(C)(C)C)cc2-c2ccnc(NCCCNS(=O)(=O)c3ccc(C)cc3)c2)c1	105.4
OC(c1ccccc1)(c1ccc(Br)cc1)C(O)(c1ccccc1)c1ccc(Br)cc1 (stereo unspecified)	51.6
O=P(Oc1ccccc1)(Oc1ccccc1)c1ccccc1	104.9
O=C(CC(=O)C(F)(F)F)c1cc2ccccc2s1	55.6
Cc1ccc(C(=O)c2ccccc2)cc1C	94.2
O=[N+]([O-])c1cccc(N=Cc2ccccc2)c1	105.8
CC(C)Cn1c(-c2ccccc2-c2ccccc2)nc(-c2ccccc2)c1-c1ccccc1	65.6
O=C(NC[C@@H]1CN(c2ccc(N3CCC(C(=O)O)CC3)cc2)C(=O)O1)c1ccc(-c2noc(=O)[nH]2)cc1	98.4
COc1ccc2c(c1)c1cc3ccncc3nc1n2C	100.9
CC(=O)Nc1ccc2c(c1)Cc1ccc(Cl)cc1-2	61.5
C#CC#CC#CC#CC#CC#CC#CC#CCC1OC[C@H](COC(=O)O[C@@H](C(=O)O[C@H]2C[C@@]3(O)[C@@H](OC(=O)c4ccccc4)[C@@H]4[C@]5(OC(C)=O)CO[C@@H]5C[C@H](O)[C@@]4(C)C(=O)[C@H](OC(C)=O)C(=C2C)C3(C)C)[C@@H](NC(=O)c2ccccc2)c2ccccc2)O1 (stereo partly specified)	8.1*
Cc1cc2ccccc2n1/C=C/C1=[N+](C)c2ccccc2C1(C)C	82.3
COc1ccc(-c2cc(/C=C3\C(=O)Nc4ccc(Cl)cc43)[nH]n2)cc1	22.6
CCN(c1nncs1)P(=O)(N1CC1)N1CC1	83.4
C=C(C)[C@@H]1CC[C@]2(C(=O)N3CCN(C)CC3)CC[C@]3(C)[C@H](CC[C@@H]4[C@@]5(C)C/C(=C/c6ccc(C(F)(F)F)cc6)C(=O)C(C)(C)[C@@H]5CC[C@]43C)[C@@H]12	94.1
Cc1nonc1C(=O)C1[C@H]2[C@@H]1C(=O)O[C@@H]2CO (stereo partly specified)	105.0
N/C(=N\c1nc2ccccc2s1)NC(=O)Nc1ccc(Cl)cc1Cl	-66.0*
CCCCOP(=O)(COP(=O)(OC(C)C)OC(C)C)OCCCC	117.5
COc1ccc(C(=O)C[n+]2ccn(CCC(=O)Nc3cccc4cccnc34)c2)cc1	90.9

Overlap with the part before: 5 compounds, followed by the next part.
SMILES,HL-60(TB)
C=C(C)[C@@H]1CC[C@]2(C(=O)N3CCN(C)CC3)CC[C@]3(C)[C@H](CC[C@@H]4[C@@]5(C)C/C(=C/c6ccc(C(F)(F)F)cc6)C(=O)C(C)(C)[C@@H]5CC[C@]43C)[C@@H]12,94.1
Cc1nonc1C(=O)C1[C@H]2[C@@H]1C(=O)O[C@@H]2CO (stereo partly specified),105.0
N/C(=N\c1nc2ccccc2s1)NC(=O)Nc1ccc(Cl)cc1Cl,-66.0*
CCCCOP(=O)(COP(=O)(OC(C)C)OC(C)C)OCCCC,117.5
COc1ccc(C(=O)C[n+]2ccn(CCC(=O)Nc3cccc4cccnc34)c2)cc1,90.9
CCOC(=O)c1c2c(c(-c3ccc(OC)cc3)n1Cc1cccc(OC)c1)CCCc1cnoc1-2,91.0
O=S(=O)(c1ccccc1)n1cc2c(c1)-c1nc(Nc3ccccn3)sc1CC2,78.3
C/C(=C(/c1ccccc1)c1ccc(N2C(=O)c3cccc4c(N5CCN(C)CC5)ccc(c34)C2=O)cc1)c1ccccc1,99.3
CC(=O)C1=C(C)NC(SCC(=O)Nc2ccc(S(N)(=O)=O)cc2)=NC1c1ccccc1 (stereo unspecified),100.2
Cc1[nH]c(/C=C/C(=O)c2ccc(C(F)(F)F)c(F)c2)c(C)c1C(=O)NCC(C)C,98.5
CCCCOC(=O)CCC(C)=O,78.7
COc1ccc2cc(C(=O)c3cn(-c4ccc(Cl)cc4)nc3C(C)=O)ccc2c1,91.8
O=[N+]([O-])c1cnc(N2CCN(CC3CC3)CC2)nc1N1CCN(CC2CC2)CC1,99.2
CC1=[O+][B-](F)(F)Oc2cc(C)oc(=O)c21,96.0
C/C=C/C(O)c1ccccc1 (stereo unspecified),109.1
Cc1cc(C)nc(NS(=O)(=O)c2ccc(Nc3nc4nc(NCc5ccccc5)nc(-c5ccc(O)cc5O)c4c(=O)[nH]3)cc2)n1,112.4
O=C(C[n+]1ccccc1)c1ccc2ccccc2c1,101.2
CCC(CC)COC(=O)c1ccc(O)c(O)c1,8.4*
COc1ccc2[nH]c3c(=O)[nH]ncc3c2c1,113.7
O=C(CBr)Nc1ccccc1,96.1
CCCCCNc1ncnc2c(C)[nH]nc12,94.7
O=C(O)c1ccc2nc(-c3cc4ccccc4[nH]c3=O)[nH]c2c1,113.1
CCc1cccc2c3c(sc12)C(c1ccc(Cl)cc1)C(C#N)=C(N)O3 (stereo unspecified),-8.9*
O=C(O)c1ccc(-c2cc3cnc4ccccc4c3oc2=O)cc1,98.1
COc1ccc(-c2cc(C(=O)OCc3ccc(Br)cc3)nn2-c2ccc(S(C)(=O)=O)cc2)cc1OC,83.6
O=c1cc(-c2ccccc2)[nH]c2ncc(-c3ccc(F)cc3)n12,18.9
C=CCCCCCCCCC(=O)OCC(C)C,110.6
CCSc1nc2scc(C)c2c(=O)[nH]1,99.8
CC(C)(C#N)Nc1ccccc1,105.1
[O-][n+]1ccccc1CCN(O)CCc1cccc[n+]1[O-],74.2
CCOc1cc(CN2CCOCC2)c(O)c(CN2CCOCC2)c1,95.8
NC(N)=NCCCC(N)C(=O)NC(CCC(=O)O)C(=O)O (stereo unspecified),103.5
CCC(C)/C=C/c1cc(O)cc(=O)o1 (stereo unspecified),101.6
CCOC(=O)C1[C@@H]2C(=O)N(c3ccc(C)cc3)C(=O)[C@@H]2[C@H](c2cn(-c3ccccc3)nc2C)N1Cc1ccccc1 (stereo partly specified),108.3
Cc1c2ccccc2c(C)[n+]2ccccc12,59.5
Cc1cc(C)c(C(=O)O)c(C)c1Br,117.5
O=Nc1ccc(O)c(/C=N/O)c1,106.6
COc1ccc2c(c1)c(CC(=O)[Se]CC(=O)O)c(C)n2C(=O)c1ccc(Cl)cc1,53.7
OCC1NCCCC1O (stereo unspecified),107.1
O=C(/C=C/c1ccc([N+](=O)[O-])cc1)c1ccccc1,35.1
NC1=NN(c2ccccc2)C2=NC(=O)NC(c3ccc(Cl)cc3Cl)C12 (stereo unspecified),106.4
NN1CC(=O)NC1=O,93.0
COc1cc2c(Nc3ccc(F)c(Cl)c3)ncnc2c(OC)c1OC,90.8
CCC1(C(OC)OC)NC(=O)NC1=O (stereo unspecified),86.9
Cn1cc2c(c1)-c1c(sc3nc(-c4ccc(NC(=O)Nc5cc(C(C)(C)C)on5)cc4)cn13)CC2,12.4
COc1cc2oc(-c3ccccc3)c(CC(=O)N3CCOCC3)c2c(OC)c1OC,119.6
CCC(CCc1ccccn1)C(=O)c1ccccc1 (stereo unspecified),109.5
NCCC(=O)c1ccc(Cl)cc1,95.6
O=S(=O)(NCCNc1nccc(-c2c(-c3ccc(O)cc3)nc3sccn23)n1)c1ccc(O)cc1,123.9
Cn1c(=O)c2nc3c(=O)n(C)c(=O)n(C)c3nc2n(C)c1=O,85.1
C=CCN1C(=O)c2cccc3c(-c4ccc5c(c4)ncn5C4CCCCC4)ccc(c23)C1=O,25.5
O=C(Nc1ccccc1)Nc1ncnc2sc(-c3ccccc3)c(-c3ccccc3)c12,50.9
Cc1ccccc1NC(=O)CNCC(C)C,95.9

Fetched by compound from above:
SMILES,HL-60(TB)
COc1cc2oc(-c3ccccc3)c(CC(=O)N3CCOCC3)c2c(OC)c1OC,119.6
CCC(CCc1ccccn1)C(=O)c1ccccc1 (stereo unspecified),109.5
Cn1c(=O)c2nc3c(=O)n(C)c(=O)n(C)c3nc2n(C)c1=O,85.1

(list continues)
SMILES,HL-60(TB)
COC(=O)/C(=N\Nc1nnc(C)n1N)C(C#N)c1ccccc1 (stereo unspecified),86.9
COc1c(B(O)O)cccc1-c1nc2ccc3n[nH]c(F)c3c2c2c1CCCC2,20.0
Cc1cccc2c1ccc1cc(C(C)C)ccc12,91.2
COc1cc2nc(Cl)nc(Nc3cccc(C4=NN(C=O)C(c5ccccc5)C4)c3)c2cc1OC (stereo unspecified),99.9
Oc1ccc(Cc2ccccc2)c2cccnc12,-15.8*
CC12CC[C@@H]3[C@]4(C)COC(c5cccc(Br)c5)O[C@@H]4CC[C@@]3(C)[C@@H]1CC(C1=CCOC1=O)O2 (stereo partly specified),65.1
Nc1nc2c(nnn2Cc2ccc(Cl)c(Cl)c2)c(=O)[nH]1,95.0
O=Cc1ccc(OCC(=O)OCCCN2C(=O)c3ccccc3C2=O)cc1,90.9

Reprinted from the part before: 2 compounds, then new ones.
SMILES,HL-60(TB)
Nc1nc2c(nnn2Cc2ccc(Cl)c(Cl)c2)c(=O)[nH]1,95.0
O=Cc1ccc(OCC(=O)OCCCN2C(=O)c3ccccc3C2=O)cc1,90.9
Cc1ccc(S(=O)(=O)N2CCCCC2)cc1,94.2
CC(=O)Oc1ccc(N(C(C)=O)c2nc(OC(C)=O)cs2)c(C)c1,100.1
O=C(O)c1ccccc1Oc1cc(-c2ccco2)nc(OCCn2cnc3nc[nH]c3c2=O)n1,90.5
CCCCC(=O)c1ccc(OC(=O)c2ccc([N+](=O)[O-])cc2)cc1,43.8
O=C(Nc1ccc(Oc2ccc(NC(=O)Nc3ccccc3Cl)cc2)cc1)Nc1ccccc1Cl,51.7
Cc1c(-c2csc(N/N=C/c3ccc(F)cc3)n2)nnn1-c1ccc([N+](=O)[O-])cc1,96.6
O=C1NN/C(c2cc3ccccc3o2)=C\C(=O)C(=O)N1,72.4
O=C1NC(=O)c2ncccc21,114.6
Oc1ccc(Cl)cc1-c1cc(-c2ccccc2Cl)[nH]n1,46.6
C#CC(O)c1cn(Cc2ccccc2)c2ccccc12 (stereo unspecified),105.8
COc1ccc(Cn2c(=O)[nH]c(=O)n(Cc3ccc(C(=O)O)cc3)c2=O)cc1,111.7
CCCC(=O)OC1CCCCC1,91.2
CCOC(=O)c1cnc2sc(-c3ccc(OC)cc3)nc2c1Cl,93.8
COc1ccc2cc(C(C)C(=O)Nc3ccc(S(N)(=O)=O)cc3)ccc2c1 (stereo unspecified),112.2
FC(F)(F)c1ccc(Nc2nc(Nc3cnc4ccccc4c3)c3[nH]cnc3n2)cc1,121.9
O=C(Oc1ccc(Br)cc1)c1ccc([N+](=O)[O-])cc1,73.0
NC(=O)[C@H]1O[C@@H](n2cnc3c(=O)[nH]cnc32)[C@H](O)[C@@H]1O,105.6

Assay outcomes from PubChem.

A portion of the library; rates above refer to the full screens.
